L3MBTL1 block: L3MBTL1 (human) inhibition | Q9Y468 | AlphaScreen L3MBTL1–H3K9me1 peptide binding | Potency, µM (doses to about 57.1 µM), inactives show at the top dose activity, negative = inhibition, hits mostly inhibitors | 230,000 compounds, 0.66% hits | AID 485360; further: nearly all actives have a fitted effect of over 60% in size
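L3MBTL1 (50 nM) pre-complexed 30 min with biotinylated H3(1-15)K9me1 peptide (75 nM), then compounds added for 30 min at room temperature; AlphaScreen streptavidin donor/nickel chelate acceptor beads (10 ug/mL final) read after 30 min dark incubation.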
TRb SRC2 PPI: disrupts binding of human TR beta to SRC2; P10828; TRbeta-SRC2 peptide binding, fluorescence polarization; receptor liganded with 1 µM T3; Potency, µM (titrated, usually from 106 µM), for inactives: at the highest dose activity change, negative = inhibition, usual class: inhibitors; 280,000 compounds, 0.065% hits;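 further: plate controls were bound peptide for no effect and peptide without receptor for full effect; nearly all actives have a fitted effect of over 50% in size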
Target sequence (P10828 whole entry, looked up): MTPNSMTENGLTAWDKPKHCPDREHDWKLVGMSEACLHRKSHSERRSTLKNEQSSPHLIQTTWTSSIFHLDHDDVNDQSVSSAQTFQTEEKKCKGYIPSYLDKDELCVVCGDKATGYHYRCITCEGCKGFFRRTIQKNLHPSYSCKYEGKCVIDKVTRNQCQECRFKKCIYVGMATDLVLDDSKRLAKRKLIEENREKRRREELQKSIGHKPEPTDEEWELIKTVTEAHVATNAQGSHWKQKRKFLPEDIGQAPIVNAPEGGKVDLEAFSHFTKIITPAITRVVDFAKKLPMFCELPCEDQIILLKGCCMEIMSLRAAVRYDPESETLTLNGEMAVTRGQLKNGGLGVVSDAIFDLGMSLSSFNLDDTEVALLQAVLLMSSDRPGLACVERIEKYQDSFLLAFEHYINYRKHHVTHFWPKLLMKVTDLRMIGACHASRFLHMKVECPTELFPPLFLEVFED
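Quantitative HTS by FP: 0.6 uM TRb LBD, 20 nM labeled SRC2 20-mer, 1 uM T3, 5% DMSO; 5 hr ambient incubation; % activity per concentration and potencies from concentration series.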
Tau fluor counter: counter-screen for tau fibril formation inhibitors; tau K18 P301L Alexa594 fluorescence, heparin fibrillization; Potency, µM (doses to about 57.7 µM), inactives show top-dose activity change, negative = decrease; 280,000 compounds, 0.93% hits; AID 1463; further: nearly all actives have a fitted effect of over 55% in size
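Human tau K18 P301L (15 uM unlabeled, 0.24 uM Alexa 594-labeled) in 100 mM sodium acetate pH 7 with 20 uM heparin, 6 hr at 37 C. ThT 30 uM added, 1 hr ambient; Alexa 594 FP and total fluorescence read at 555/632 nm.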
Tau fibril FP: blocks human tau fibril formation measured by polarization; Potency, µM (doses to about 57.7 µM), without a hit: top-dose activity, negative = inhibition, most hits filed as inhibitors; 280,000 compounds, 0.39% hits; K18 P301L tau heparin fibrillization, Alexa594 FP, 6 h; further: nearly all actives have a fitted effect of over 55% in size
Target sequence (P10636 561-689 P618L limits assumed): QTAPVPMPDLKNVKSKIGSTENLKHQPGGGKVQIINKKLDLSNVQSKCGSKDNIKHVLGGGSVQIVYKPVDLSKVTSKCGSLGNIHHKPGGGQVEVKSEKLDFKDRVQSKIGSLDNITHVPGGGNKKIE
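Human K18 P301L fragment (15 uM unlabeled plus 0.24 uM Alexa 594-labeled) in 100 mM sodium acetate pH 7 with compound, aggregation induced by 20 uM heparin for 6 hr at 37 C. ThT (30 uM) added for 1 hr, then Alexa 594 FP read.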
ALDH1A1 inh: blocks purified human ALDH1A1 activity; Purified ALDH1A1, NADH fluorescence, propionaldehyde substrate; Potency, µM (top dose mostly 75.3 µM), inactives show at the highest dose activity, negative = inhibition, usual class: inhibitors; 220,000 compounds, 7.3% hits; active means well fitted inhibition curve with a large enough effect, not every such curve was filed as active; inconclusive means small, poorly fitted or top-dose-only effect, or another doubt; inactive means no such curve, though single readings can be large or run the other way;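 further: plate controls were no enzyme wells and a reference inhibitor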
Target sequence (P00352 whole entry, looked up): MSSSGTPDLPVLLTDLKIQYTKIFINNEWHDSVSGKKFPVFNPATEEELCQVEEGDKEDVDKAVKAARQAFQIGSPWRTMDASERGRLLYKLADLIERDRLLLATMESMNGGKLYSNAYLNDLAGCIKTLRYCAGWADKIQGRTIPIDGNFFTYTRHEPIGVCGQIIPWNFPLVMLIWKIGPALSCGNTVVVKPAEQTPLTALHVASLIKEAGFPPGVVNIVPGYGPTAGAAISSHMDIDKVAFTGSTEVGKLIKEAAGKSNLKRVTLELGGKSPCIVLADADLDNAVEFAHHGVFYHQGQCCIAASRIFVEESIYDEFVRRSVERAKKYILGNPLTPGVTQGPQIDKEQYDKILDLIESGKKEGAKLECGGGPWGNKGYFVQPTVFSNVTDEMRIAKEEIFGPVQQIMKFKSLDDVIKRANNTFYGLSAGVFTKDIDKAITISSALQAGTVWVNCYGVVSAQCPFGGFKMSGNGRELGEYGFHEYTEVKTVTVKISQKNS
TexasRed fluor: Texas Red fluorescence interference in TRb-SRC2 counter-screen. 280,000 compounds, 0.29% hits. TRb/SRC2 Texas Red total fluorescence interference. Potency, µM (doses to about 106 µM), inactives show at the top dose fluorescence change, negative = quenching. AID 1479; active means well fitted curve in either direction with a large enough effect; inconclusive means small, poorly fitted or top-dose-only effect
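Human TRβ ligand-binding domain (0.6 uM) and Texas Red SRC2 peptide (20 nM) in Tris buffer with 1 uM T3 and 5% DMSO were incubated with pinned compound for 5 hr at ambient temperature. Total fluorescence was computed as S + 2P (555/632 nm).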
aGal spleen mod: alpha-galactosidase A (human) modulation | P06280 | human spleen homogenate, 4MU-alpha-Gal fluorescence, 40 min | Potency, µM (titrated, usually from 80 µM), inactives show at the highest dose activity change, negative = inhibition, hits mostly inhibitors | 240,000 compounds, 0.008% hits;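 further: 0% = enzyme with vehicle and -100% = no enzyme basal signal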
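Human spleen homogenate (1 ug) as enzyme source, 4-methylumbelliferyl-alpha-D-galactopyranoside 1 mM final, citrate/phosphate pH 5.0 with 0.01% Tween-20. Compounds 40 min at 37C, NaOH/glycine stop; fluorescence Ex 365/Em 440, Hill-fit AC50.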
Tau fibril ThT: blocks human tau fibril formation measured by thioflavin T. recombinant tau K18 P301L (four-repeat tau fragment), heparin-induced fibrillization, ThT fluorescence. P10636. 270,000 compounds, 2.1% hits. Potency, µM (series often up to 57.4 µM), without a hit: top-dose activity, negative = inhibition, hits mostly inhibitors; further: nearly all actives have a fitted effect of over 55% in size
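Aggregation was driven by heparin (20 uM final) acting on recombinant tau […] bearing P301L in 100 mM sodium acetate pH 7; fibrils were detected with Thioflavin T.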
* marks the source's active call; other numbers are inactive results; ? = inconclusive; . = no result given; & = joins results of further samples; [ ] = another dose, or the depositor's remark. Unless noted, the call rests on the fitted dose curve; in most records, active means well fitted curve in the direction sought with a large enough effect; inconclusive means small, poorly fitted or top-dose-only effect, or another doubt; inactive means no such curve, though single readings can be large; an effect the other way counts as inactive or inconclusive. Unless noted, on the % scale 0 is the no-effect control and ±100 the full control effect; potency means the concentration at half of the fitted maximal effect.

Short forms – A = L3MBTL1 block; B = TRb SRC2 PPI; C = Tau fluor counter; D = Tau fibril FP; E = ALDH1A1 inh; F = TexasRed fluor; G = aGal spleen mod; H = Tau fibril ThT
CCc1nc(SCC(=O)NNC(=O)C(C)C)c2ccccc2n1
  A: 9%; B: 1%; C: -15%; D: -10%; E: 9%; F: -4%; G: 1%; H: ?
O=C(NC(=S)Nc1nc2ccccc2s1)c1cccs1
  A: -6%; B: 3%; C: -26%; D: -2%; E: 3.5µM*; F: -1%; G: 7%; H: ?
Cc1ccc(C(=O)Nc2ccc([N+](=O)[O-])cn2)o1
  A: 1%; B: 4%; C: -8%; D: 0%; E: ?; F: -6%; G: 3%; H: ?
C=CCc1c(C)[nH]c2c(OC)cccc2c1=S
  A: -5%; B: 3%; C: -7%; D: -10%; E: ?; F: 1%; G: 1%; H: -15%
Cc1cccc2sc(N(CCCN(C)C)C(=O)CN3C(=O)c4ccccc4C3=O)nc12
  A: .; B: 10%; C: -4%; D: -8%; E: 0%; F: -1%; G: -2%; H: -2%
COc1cc(C2Nc3c(F)cccc3C3C=CCC32)cc(Br)c1OC (centres undefined)
  A: -2%; B: 8%; C: ?; D: -6%; E: 25µM*; F: -3%; G: -8%; H: ?
O=C(NC1CCCCC1)C(c1cccs1)N(C(=O)c1ccccn1)c1ccccc1 (centres undefined)
  A: 3%; B: 4%; C: 4%; D: 0%; E: 3%; F: 3%; G: 4%; H: 1%
Cc1csc(SCc2nnc(-c3ccccc3Br)o2)n1
  A: 5%; B: 1%; C: -17%; D: -7%; E: ?; F: -1%; G: 1%; H: ?
O=C(Nc1ccccc1)OCc1ccccn1
  A: 0%; B: -2%; C: 5%; D: 7%; E: 4%; F: -5%; G: 4%; H: -6%
Oc1ccc(CN2CCc3ccccc3C2)c2cccnc12
  A: .; B: -10%; C: -16%; D: 4%; E: -3%; F: -2%; G: 1%; H: ?
COc1ccc(-c2nn3c(=O)cc(CN4CCN(C(=O)c5ccc(OC)c(OC)c5)CC4)nc3s2)cc1
  A: .; B: -9%; C: 0%; D: -1%; E: .; F: 1%; G: .; H: -16%
COC(=O)c1ccc(NC(=O)CC2C(=O)N(c3ccc(C)cc3)C(=O)N2Cc2ccc(OC)cc2)cc1 (centres undefined)
  A: .; B: 1%; C: ?; D: -13%; E: .; F: 0%; G: .; H: ?
COc1ccc(OCC(=O)N/N=C2/C=C(C)CC2)cc1
  A: 0%; B: -3%; C: 0%; D: 2%; E: 6%; F: 4%; G: -7%; H: -18%
Cc1ccccc1C(=O)Nc1cccc(NC(=O)Cn2cnc3c(=O)n(C)c(=O)n(C)c32)c1
  A: 0%; B: -2%; C: -9%; D: 1%; E: -14%; F: 0%; G: 6%; H: -3%
COc1ccc(-c2cc3ccccc3n2CC(O)CNC(CO)(CO)CO)cc1 (centres undefined)
  A: 31%[activator][11.4 µM]; B: 2%; C: -11%; D: 6%; E: ?; F: -2%; G: -6%; H: -11%
CCCCCC(=O)NNC1=NCC(Cc2cccc(Cl)c2)S1 (centres undefined)
  A: ?; B: -2%; C: -8%; D: 0%; E: 5%; F: 0%; G: -14%; H: -10%
CCC(=O)NC(=S)Nc1cccc(C(C)=O)c1
  A: 3%; B: 10%; C: -2%; D: -5%; E: 8%; F: 3%; G: 2%; H: -7%
O=C(N/N=C1/C[C@@H](O)[C@@H](O)[C@@H]2[C@@H]3C(=O)N(Cc4ccc5c(c4)OCO5)C(=O)[C@H]3CC[C@@H]12)OCc1ccccc1
  A: .; B: -3%[11.2 µM]; C: -6%[11.6 µM]; D: 1%[11.6 µM]; E: 8%[13.5 µM]; F: -1%[11.2 µM]; G: 2%[17.5 µM]; H: -5%[11.5 µM]
Cc1cc(C)n2cc(CSc3nnc(N)s3)nc2n1
  A: 4%; B: -23%; C: 3%; D: 3%; E: 3%; F: -1%; G: 9%; H: 5%
O=C(O)CCc1ccc(-c2cccs2)n1CC(=O)Nc1ccccc1C(F)(F)F
  A: .; B: 4%&2%; C: -12%&-20%; D: -3%&2%; E: -12%; F: -3%&7%; G: -3%; H: ?
COc1cc(/C=C2\S/C(=N/S(=O)(=O)Cc3ccccc3)NC2=O)c([N+](=O)[O-])cc1OC
  A: -7%; B: -1%; C: -27%; D: -8%; E: .; F: -5%; G: 4%; H: ?
CNC(=O)C1=C(C)n2c(nc3ccccc32)NC1c1ccc(OC)cc1 (centres undefined)
  A: 0%; B: 6%; C: 6%; D: 2%; E: -2%; F: -2%; G: -3%; H: 1%
CCOC(=O)CCCCNCc1ccccc1
  A: 15%; B: 1%; C: 6%; D: 4%; E: 14%; F: -3%; G: 0%; H: 5%
Cc1ccc(-n2c(SCC(=O)N/N=C/c3ccccc3C(=O)O)nnc2-c2ccc(Cl)cc2)cc1
  A: .; B: 1%; C: -1%; D: -6%; E: .; F: 2%; G: -2%; H: -9%
Cc1ccc(OC(=O)CSc2nnc(-c3cccs3)o2)cc1C
  A: .; B: 6%; C: 8%; D: 2%; E: .; F: -1%; G: .; H: 6%

Whole records, quoted from the list. Order of screens: L3MBTL1 block	TRb SRC2 PPI	Tau fluor counter	Tau fibril FP	ALDH1A1 inh	TexasRed fluor	aGal spleen mod	Tau fibril ThT
Profile of CCCCCC(=O)NNC1=NCC(Cc2cccc(Cl)c2)S1 (centres undefined) = ?	-2%	-8%	0%	5%	0%	-14%	-10%
Profile of COc1cc(/C=C2\S/C(=N/S(=O)(=O)Cc3ccccc3)NC2=O)c([N+](=O)[O-])cc1OC = -7%	-1%	-27%	-8%	.	-5%	4%	?

(further entries)
Short forms – A = L3MBTL1 block; B = TRb SRC2 PPI; C = Tau fluor counter; D = Tau fibril FP; E = ALDH1A1 inh; F = TexasRed fluor; G = aGal spleen mod; H = Tau fibril ThT
O=C(CN1CCN(c2ccc([N+](=O)[O-])cc2Cl)CC1)N1CCOCC1
  A: 9%; B: -3%; C: -13%; D: -1%; E: .; F: -2%; G: 2%; H: ?
Nc1c(-c2ccc(Cl)cc2)cnn1-c1cccc([N+](=O)[O-])c1
  A: -6%; B: 1%; C: -23%; D: 2%; E: 0%; F: -6%; G: 6%; H: ?
C/C(=N\NC(=O)C1CCCN(S(=O)(=O)c2ccccc2)C1)c1cccnc1 (centres undefined)
  A: 5%; B: -5%; C: -10%; D: -5%; E: 12%; F: -7%; G: 3%; H: -17%
Cc1ccc(C(=O)N/C(=C\c2ccc(-c3ccc(Cl)cc3)o2)C(=O)NCCCN(C)C)cc1
  A: 3%; B: -1%; C: -6%; D: 6%; E: -8%; F: -2%; G: 1%; H: ?
O=C(c1ccc2c(c1)N(Cc1ccc(F)cc1)CCS2)N1CCN(c2ccccc2)CC1
  A: .; B: -8%; C: -23%; D: 5%; E: .; F: -1%; G: .; H: -10%
O=C(/C=C/c1ccccn1)c1cc(Cl)cc(Cl)c1O
  A: -11%; B: -4%; C: -20%; D: -9%; E: .; F: -1%; G: 4%; H: ?
Cc1ccc(NC(=O)C(C)N2C(=O)C3C4CC(C(Br)C4Br)C3C2=O)cc1 (centres undefined)
  A: -6%; B: -1%; C: -27%; D: -17%; E: 3%; F: 1%; G: -18%; H: -7%
CC1CCN(C(=O)Cn2c(=O)n(CCCCCC(=O)NCc3ccccc3Cl)c(=O)c3sccc32)CC1
  A: .; B: -3%; C: -18%; D: 1%; E: .; F: 1%; G: .; H: -16%
O=C(NNC(=S)Nc1cccc2ccccc12)c1cccc(Br)c1
  A: .; B: 1%; C: ?; D: 0%; E: 4.5µM*; F: 0%; G: 3%; H: ?
CCn1c(CSc2nnc3ccccn23)nc2cc(C(=O)O)ccc21
  A: 5%; B: 7.9µM*; C: 18%; D: 0%; E: 10%; F: 40µM*[fluorescent]; G: 5%; H: -6%
COCCn1cc(C(=O)NCCCOC(C)C)c2c3ccccc3n(C)c2c1=O
  A: .; B: -5%; C: -12%; D: 10%; E: .; F: -68%; G: .; H: -7%
CCOc1cc(N2CCOCC2)c(OCC)cc1NC(=O)COC(=O)c1cc(C)oc1C
  A: 2%; B: 8%; C: -12%; D: 6%; E: 6%; F: -2%; G: 2%; H: -4%
COc1ccc(Cl)cc1NC(=O)CN(c1cc(C)cc(C)c1)S(=O)(=O)c1c(C)n[nH]c1C
  A: .; B: -5%; C: ?; D: ?; E: .; F: -1%; G: .; H: 11%
C/C(=C\c1ccccc1)C(=O)Nc1nccs1
  A: -8%; B: -3%; C: 0%; D: 7%; E: -10%; F: -3%; G: 0%; H: -4%
O=C(N/N=C1\C(=O)c2cccc3cccc1c23)c1ccc(O)cc1
  A: -10%[11.4 µM]; B: 9%; C: ?; D: 1%; E: 10µM*; F: -3%; G: 3%; H: ?
O=C(COC(=O)c1ccccc1C(=O)N1CCN(c2ccc(F)cc2)CC1)NCc1ccccc1
  A: .; B: 3%; C: -9%; D: 4%; E: -9%; F: -1%; G: 3%; H: -23%
COc1ccc(N2CCN(S(=O)(=O)c3ccc4c(c3)CC(C)N4C(C)=O)CC2)cc1 (centres undefined)
  A: .; B: 2%; C: -13%; D: 8%; E: .; F: -13%; G: .; H: -3%
CCn1nc(C)c(CCN(C)C(=O)Nc2cc(C)cc(C)c2)c1C
  A: .; B: 8%; C: 5%; D: 0%; E: .; F: 0%; G: .; H: 4%
CCc1ccc(-c2nc(CN3CCC(C(=O)NCc4ccco4)CC3)c(C)o2)cc1
  A: -8%; B: 10%; C: -7%; D: 2%; E: -3%; F: 0%; G: -15%; H: -6%
Nn1c(SCc2nc3ccccc3[nH]2)nnc1C1CCCCC1
  A: 3%; B: -3%; C: 6%; D: 2%; E: 3%; F: -3%; G: 1%; H: 1%
C=CCNC(=S)N1CC2(C)CN(C(=S)NCC=C)CC(C)(C1)C2=O
  A: 6%; B: -6%; C: -7%; D: -5%; E: .; F: 0%; G: -1%; H: -6%
CC(=O)Nc1ccc(C(=O)NNC(=O)c2cc([N+](=O)[O-])cc([N+](=O)[O-])c2)cc1
  A: 5%; B: 1%; C: -13%; D: -4%; E: 10%; F: 0%; G: 10%; H: ?
COc1ccc(C(CC(=O)NCc2ccccc2)C(C)C)cc1 (centres undefined)
  A: 0%; B: 2%; C: -5%; D: -6%; E: -9%; F: 0%; G: 3%; H: -4%
Cn1c(=O)c2c(nc(NCCCO)n2Cc2cccc(Br)c2)n(C)c1=O
  A: -7%; B: 7%; C: -10%; D: 4%; E: 0%; F: 3%; G: -4%; H: -8%

From PubChem

Random draw from the library; any-hit rate near 8.5%.
